AHR act: human AHR activation; P35869; AHR-responsive luciferase reporter cells, luminescence; activation, % at 5 µM; 2.5% of 320,000 active; in the data active means activation above about 47%;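 further: 0% = vehicle wells and 100% = reference agonist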
Target sequence (P35869 whole entry, looked up): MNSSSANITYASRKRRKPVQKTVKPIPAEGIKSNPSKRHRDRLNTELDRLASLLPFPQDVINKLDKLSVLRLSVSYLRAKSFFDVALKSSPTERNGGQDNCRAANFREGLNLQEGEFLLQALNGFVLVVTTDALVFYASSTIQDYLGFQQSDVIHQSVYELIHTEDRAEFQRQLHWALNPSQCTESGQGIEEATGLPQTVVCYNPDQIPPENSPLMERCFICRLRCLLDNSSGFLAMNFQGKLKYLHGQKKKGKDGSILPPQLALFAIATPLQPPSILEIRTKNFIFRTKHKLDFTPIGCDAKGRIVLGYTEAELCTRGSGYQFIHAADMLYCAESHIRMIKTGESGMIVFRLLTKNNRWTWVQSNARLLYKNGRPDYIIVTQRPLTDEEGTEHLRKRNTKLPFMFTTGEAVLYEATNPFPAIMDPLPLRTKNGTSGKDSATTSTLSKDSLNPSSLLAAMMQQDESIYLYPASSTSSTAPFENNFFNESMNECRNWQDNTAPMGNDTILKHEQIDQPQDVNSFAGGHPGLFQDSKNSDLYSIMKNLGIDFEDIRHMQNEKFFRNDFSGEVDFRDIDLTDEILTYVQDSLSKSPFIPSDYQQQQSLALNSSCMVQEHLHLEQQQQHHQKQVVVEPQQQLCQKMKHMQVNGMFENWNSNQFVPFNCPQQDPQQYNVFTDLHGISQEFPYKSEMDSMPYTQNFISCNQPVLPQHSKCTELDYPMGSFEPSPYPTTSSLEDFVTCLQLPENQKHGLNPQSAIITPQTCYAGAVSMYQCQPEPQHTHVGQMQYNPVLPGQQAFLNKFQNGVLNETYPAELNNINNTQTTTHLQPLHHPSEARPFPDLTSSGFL
MEP2 TOR yeast: yeast TOR pathway MEP2-GFP modulation; GFP response vs DMSO, % at 10 µM; 0.51% of 330,000 active; S. cerevisiae MEP2-GFP strain, flow cytometry GFP, 3 h; 100% = DMSO control level; AID 2016;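 active means GFP response versus DMSO above a set limit, roughly screen mean plus 3 SD, cut at about 180% in these data; inconclusive means fewer than 70 cells counted for a yeast strain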;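 further: median GFP fluorescence of the barcode-gated MEP2-GFP cells per well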
Yeast superoxide: lowers age-related superoxide in aged yeast cells. S. cerevisiae aged cells, superoxide DHE fluorescence; stronger effect = lower value. superoxide response (% of plate mean), % at 10 µM. 0.18% of 330,000 active. AID 2690;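 active means superoxide response under a set limit, about three screen SD below normal, cut at about 65% in these data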;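 further: yeast aged for seven days with compound at 30 °C before DHE staining; 100% = average MFI of all compound-treated wells on the plate with controls excluded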
RPL19A TOR yeast: alters RPL19A-GFP fluorescence in TOR pathway yeast screen; percent response vs DMSO, % at 10 µM; S. cerevisiae RPL19A-GFP strain, flow cytometry, 3 h; stronger effect = lower value; 0.3% of 330,000 active;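 active means percent response vs DMSO below 50%; inconclusive means fewer than 70 events counted for the yeast strain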;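 further: median channel GFP fluorescence of the barcoded RPL19A-GFP strain; ratio of sample median GFP to plate DMSO average so 100% = DMSO; lower means less RPL19A-GFP as with rapamycin TOR inhibition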
proCasp3 act: activators of human procaspase-3 | P42574 | AID 463141 | activation, % at 8.5 µM | recombinant procaspase-3 D3A, Ac-DEVD-pNA absorbance 405 nm | 0.11% of 330,000 active;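 active means activation above the mean of all tested compounds plus 3 SD, cut at about 21% in these data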;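 further: 0% = DMSO alone and 100% = DMSO wells spiked with extra 5 µM PC-3 D3A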
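Assay system: Procaspase-3 D3A mutant, all three cleavage aspartates alanine. Buffer or medium: Zinc-free HEPES saline buffer with Triton X-100. Times: 1 h compound preincubation, 2 h substrate hydrolysis at 25 °C. Measured by: 405 nm absorbance of p-nitroaniline, reads at 0 and 120 min. Read-out basis: percent activation relative to control range. Replicates: singlicate.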
LAP4-GFP MLPCN: yeast TOR pathway LAP4-GFP modulation; S. cerevisiae LAP4-GFP multiplex, flow cytometry GFP, 3 h; median GFP as percent of DMSO wells; GFP response vs DMSO, % at 10 µM; 0.34% of 320,000 active;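 active means GFP response vs DMSO above a set limit, about the screen mean plus 3 SD, cut at about 150% in these data; inconclusive means under 70 cell events counted for the yeast strain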
procasp7 counter: counter-screen: procaspase-7 (human) activation. P55210. recombinant procaspase-7, Ac-DEVD-pNA absorbance 405 nm; D23A/D198A/D206A triple mutant, cannot self-cleave; scale: DMSO 0, 5 µM enzyme 100. activation, % at 8.5 µM. 0.093% of 330,000 active. AID 463210;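 active means percent activation above the screen-wide mean plus 3 SD, cut at about 25% in these data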
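System: Procaspase-7 triple mutant (PC-7 D3A); measure: % activation from two-timepoint absorbance difference, scaled to controls; times: 1 h compound preincubation, 2 h substrate cleavage, 25 °C; also added: Ac-DEVD-pNA substrate, 400 µM as added; measured by: Epi-absorbance of released pNA at 405 nm, two timepoints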
GASC-1 inh: human JMJD2C demethylase inhibition; Q9H3R0; GST-JMJD2C(1-420) H3K9me3 demethylation, DELFIA europium; inhibition, % at 2.35 µM; 0.069% of 330,000 active;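 active means more than half of a compound's replicate wells show inhibition beyond 50%, single wells judged on their own value; inconclusive means some, but no more than half, of replicates pass 50% inhibition; inactive means no replicate passes 50% inhibition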;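 further: signal counts dimethyl H3K9 product captured on neutravidin plate; 0% = median of DMSO wells and 100% = 0.3 times that DMSO median; strong numbers were not always called active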
Active calls of the source: *; ? = inconclusive; . = no result given; & = joins results of further samples.

SMILES | AHR act | MEP2 TOR yeast | Yeast superoxide | RPL19A TOR yeast | proCasp3 act | LAP4-GFP MLPCN | procasp7 counter | GASC-1 inh
CC(C)=C1C2CCC1C(C(=O)NCc1ccccc1)C2C(=O)O (centres undefined) | 3 | 95 | 120 | 94 | 2 | 91 | -11 | -5
Cc1cccc(NC(=O)Cn2nc([N+](=O)[O-])c(Br)c2C)n1 | 5 | 114 | 86 | 98 | 0 | 118 | 1 | -15
Cc1ccccc1N1CC(C(=O)Nc2nnc(SCCC3OCCO3)s2)CC1=O (centres undefined) | -1 | 105 | 110 | 100 | 3 | 120 | -11 | 1
O=C1c2ccccc2C(=O)N1CN(C(=O)COc1ccc(Cl)cc1Cl)c1cccc(F)c1 | 7 | 104 | 107 | 104 | 7 | 97 | -3 | 11
CNC(=S)N1N=C(c2ccc(C)cc2)CC1c1cc(OC)ccc1OC (centres undefined) | 3 | 100 | 88 | 95 | 3 | 98 | 10 | -2
CC1(C)CC(=O)c2c(O)c(-c3ccccc3)c(=O)n(-c3ccccc3)c2C1 | -1 | 109 | 112 | 97 | 2 | 92 | 8 | 2
CC(C)(C)NC(=O)CN(C(=O)CCC(=O)Nc1nccs1)c1cccc(C(F)(F)F)c1 | -2 | 103 | 105 | 103 | 6 | 89 | -4 | -11
CCC(Sc1nc2ccc(N)cc2s1)C(=O)Nc1nccs1 (centres undefined) | 30 | 98 | 93 | 98 | 0 | 99 | -21 | -7
Cc1ccc(-c2nc(NC(=O)c3ccc(S(=O)(=O)N(CCC#N)CCC#N)cc3)sc2-c2ccccc2)cc1 | -7 | 106 | 111 | 112 | -7 | 92 | 11 | -1
CCN(CC)S(=O)(=O)c1ccc(N(C)Cc2cccnc2)nc1 | 26 | 92 | 93 | 103 | 6 | 89 | -6 | -11
Cc1cc(C(=O)NCCCN2CCCC2=O)cs1 | -2 | 99 | 101 | 94 | 1 | 98 | 0 | -120
Cc1ccc(C(=O)Nc2ccccc2C(=O)N2CCCCC2C)cc1 (centres undefined) | 11 | 102 | 108 | 93 | 8 | 74 | -6 | 9
CCOC(=O)Cn1cnc2c(cnn2-c2ccc(OC)cc2)c1=O | 3 | 108 | 100 | 106 | -11 | 98 | 0 | -1
Cc1ccc(C2NC(=O)Cc3ccccc32)cc1 (centres undefined) | 2 | 98 | 100 | 97 | 0 | 98 | -3 | 13
COc1ccccc1C(=O)NCc1nnc(SC(C)C(=O)Nc2nccs2)n1C (centres undefined) | 19 | 106 | 94 | 94 | 1 | 85 | -6 | -7
CC(=O)c1ccc(OCc2ccc(C(=O)c3ccccc3)cc2)cc1 | 1 | 98 | 112 | 100 | -2 | 108 | 12 | 20
Cc1cc(NC(=O)CN2CCCCC2C)no1 (centres undefined) | 1 | 100 | 90 | 101 | -1 | 92 | 1 | 15
CCN(CC)S(=O)(=O)c1ccc(OCC2CCCCO2)c([N+](=O)[O-])c1 (centres undefined) | 0 | 106 | 102 | 105 | 2 | 100 | 4 | -5
Cc1ccc(-n2cnc(=O)c3cccnc32)cc1 | -1 | 103 | 94 | 105 | 5 | 102 | -8 | 4
CCOc1ncccc1C(=O)OCC(=O)Nc1ccc2c(c1)OCCO2 | -1 | 92 | 80 | 97 | -9 | 104 | 8 | .
CCOC(=O)c1c(C)c(C(=O)N(C)C2CCCCC2)c(C)n1C | 1 | 97 | 100 | 95 | -3 | 94 | -5 | 3
CCCCCSc1nc2c(cnn2-c2ccc(F)cc2)c(=O)[nH]1 | 3 | 105 | 113 | 101 | 7 | 96 | -3 | 15
COc1ccc(CCN2C(=O)CC(NNC(=O)c3ccccc3Br)C2=O)cc1OC (centres undefined) | 1 | 97 | 104 | 96 | 8 | 94 | -1 | -13
O=C(Nc1cc(SCC(O)CO)cc([N+](=O)[O-])c1)c1ccc(-n2cnnn2)cc1 (centres undefined) | 11 | 93 | 99 | 94 | 7 | 100 | 0 | -20
O=C(NCCc1ccccc1F)C1CCCN1S(=O)(=O)c1ccc2ccccc2c1 (centres undefined) | 2 | 94 | 100 | 98 | 12 | 96 | 2 | 12
O=C(Nc1nnc(-c2ccccc2)o1)c1cccc(N2C(=O)CCC2=O)c1 | 19 | 92 | 105 | 100 | 2 | 90 | -6 | -24
CC1(OC(=O)CCc2ccccc2)C(=O)C=C2C=C(c3ccc(C#N)cc3)N(Cc3ccccc3)C=C2C1=O (centres undefined) | 4 | 96 | 85 | 98 | 6 | 95 | -8 | -6
O=C(Oc1ccc(C(=S)N2CCOCC2)cc1)c1ccc([N+](=O)[O-])cc1 | -2 | 96 | 98 | 104 | 4 | 88 | 5 | 6
CC(=O)Nc1ccc(S(=O)(=O)NCC(=O)OCc2ccccc2)cc1 | 3 | 100 | 86 | 103 | 5 | 95 | -2 | -3
O=C1CC(N(Cc2ccco2)C(=O)Nc2ccc(F)cc2)C(=O)N1c1ccc(F)cc1 (centres undefined) | 0 | 95 | 96 | 96 | -2 | 94 | 2 | 4
N#CC1=C(N)Oc2cc(O)ccc2C1c1ccncc1 (centres undefined) | 2 | 96 | 83 | 108 | -10 | 93 | -4 | 4
Cn1c(SCC(=O)Nc2cccc(F)c2)nc2c([nH]c3ccccc32)c1=O | 20 | 100 | 90 | 99 | 4 | 99 | -1 | -2
CN(C)CCNc1ncnc2ccccc12 | 0 | 97 | 93 | 102 | 9 | 90 | 9 | -12
CCOc1ccccc1CN1CCNC(=O)C1CC(=O)NCc1cc(C)n(C)n1 (centres undefined) | 0 | 92 | 110 | 96 | -4 | 92 | 7 | 1
Cc1noc(C)c1COc1ccccc1C(=O)N1CCN(S(=O)(=O)c2ccccc2C(F)(F)F)CC1 | 1 | 97 | 93 | 98 | -7 | 101 | 3 | 9
CCC1=Nc2cc(C(=O)NCc3ccco3)ccc2Sc2ccc(C)cc21 | 0 | 102 | 92 | 96 | -4 | 98 | 6 | -2
CC(C)C(=O)Nc1nnc(Sc2ccc(N(C)C)cc2)s1 | 1 | 103 | 102 | 99 | 0 | 101 | -9 | -17
CCN(C(=O)COC(=O)CCc1c[nH]c2ccccc12)c1c(N)n(Cc2ccccc2)c(=O)[nH]c1=O | 1 | 93 | 104 | 92 | -12 | 104 | 6 | ?
COC(=O)c1sccc1NC(=O)CC1C(=O)NCCN1C(=O)c1ccccc1 (centres undefined) | 1 | 99 | 91 | 99 | 4 | 103 | 1 | 0
CCOc1cc(C(=O)Nc2cc(C)ccc2C)ccc1OCC(=O)N1CCCCC1 | -3 | 106 | 93 | 104 | 5 | 89 | 4 | -1
Cc1ccc(C)c(NC(=O)CCc2ccc(S(=O)(=O)NC3CCCCC3)cc2)c1 | 1 | 100 | 84 | 99 | -7 | 92 | 2 | 11
Cc1sc(NC(=O)CSc2nnc(CCNC(=O)c3cccs3)n2C)nc1-c1ccccc1 | 7 | 103 | 113 | 96 | -3 | 99 | 13 | .
CC1=NOC(=O)/C1=C\c1ccc(-c2cc(Cl)ccc2Cl)o1 | 4 | 94 | 131 | 89 | -8 | 167* | 3 | -14
COc1ccc(OCC(=O)NC(=O)c2ccccc2OC)c([N+](=O)[O-])c1 | 7 | 100 | 104 | 101 | -2 | 108 | -3 | 3
Clc1ccc(CSc2nnc(CN3CCOCC3)n2-c2ccccc2)cc1Cl | 1 | 99 | 99 | 93 | -6 | 97 | -4 | -1
O=Cc1cccn1-c1ccccc1 | 0 | 98 | 104 | 96 | 11 | 101 | 6 | -1&-5
Cc1nccn1CCOc1ccccc1Cl | . | 101 | 99 | 99 | . | 96 | . | ?
CCOC(=O)CSc1ccc(C(=O)NCCCN2CCOCC2)cc1[N+](=O)[O-] | -1 | 106 | 107 | 104 | -6 | 97 | -7 | 3
O=C(Cn1c(=O)oc2ccccc21)NC(=O)NCc1ccco1 | 3 | 99 | 112 | 96 | -11 | 100 | -15 | -15
O=C1c2ccccc2C(=O)N1CC(O)COCc1ccccc1 (centres undefined) | -2 | 103 | 90 | 95 | 3 | 101 | 5 | -7

Retrieved one by one from the entries so far:
SMILES | AHR act | MEP2 TOR yeast | Yeast superoxide | RPL19A TOR yeast | proCasp3 act | LAP4-GFP MLPCN | procasp7 counter | GASC-1 inh
CC1=NOC(=O)/C1=C\c1ccc(-c2cc(Cl)ccc2Cl)o1 | 4 | 94 | 131 | 89 | -8 | 167* | 3 | -14
O=Cc1cccn1-c1ccccc1 | 0 | 98 | 104 | 96 | 11 | 101 | 6 | -1&-5
Clc1ccc(CSc2nnc(CN3CCOCC3)n2-c2ccccc2)cc1Cl | 1 | 99 | 99 | 93 | -6 | 97 | -4 | -1
Cc1nccn1CCOc1ccccc1Cl | . | 101 | 99 | 99 | . | 96 | . | ?

Next structures:
SMILES | AHR act | MEP2 TOR yeast | Yeast superoxide | RPL19A TOR yeast | proCasp3 act | LAP4-GFP MLPCN | procasp7 counter | GASC-1 inh
Cc1ccc(/C=N/NC(=O)c2ccc(Br)o2)s1 | 24 | 102 | 90 | 100 | 2 | 101 | -6 | -4
CCCN(CC(=O)Nc1ccccc1OC)C(=O)CCNC(=O)c1ccccc1OC | 3 | 101 | 99 | 98 | 0 | 108 | -3 | -1
CCOc1ccc2[nH]c3c(c2c1)CNCC3 | 6 | 106 | 98 | 97 | 2 | 102 | -1 | -8
CCOC(=O)c1cnc2c(C)cc(Cl)cc2c1NCCCN1CCOCC1 | 5 | 111 | 98 | 109 | 2 | 102 | -8 | -4
COc1ccc(N2CC(C(=O)N(C)CC(=O)Nc3ccc(Cl)c(C(F)(F)F)c3)CC2=O)c(OC)c1 (centres undefined) | -1 | 101 | 85 | 101 | -4 | 103 | 0 | -2
O=C(c1ccc(F)cc1F)N1CCCN(c2nc(-c3ccccc3)ns2)CC1 | -2 | 105 | 109 | 101 | -1 | 111 | 6 | 11
CCc1nnc(NC(=O)CN2C(=O)c3ccccc3C2=O)s1 | -2 | 107 | 88 | 98 | -6 | 110 | -13 | -1
O=C(NCCc1ccccn1)c1c(-c2ccccc2)sc2ccccc12 | 12 | 97 | 121 | 94 | 14 | 99 | 0 | -1
CCOC(=O)c1ccc(NS(=O)(=O)c2c(N)n(C)c(=O)n(C)c2=O)cc1 | 0 | 89 | 106 | 105 | 9 | 114 | 2 | 1
CCN(CC)C(=O)Cc1c(OC)ccc2cc(Br)ccc12 | 12 | 105 | 116 | 97 | 1 | 90 | 11 | -17
Cc1ccccc1NC(=O)COc1ccc2c(c1)OC(C)(C)CC2=O | 18 | 98 | 102 | 98 | -8 | 95 | -3 | -2
O=C(NOC(=O)c1c(F)cccc1Cl)c1ccc(Cl)c(Cl)c1 | 23 | 95 | 108 | 104 | -2 | 93 | 1 | 3
CC(Oc1ccccc1)C(=O)N1CCC2(CC1)Oc1ccc(F)cc1C(=O)C21CC(c2cccnc2)=NO1 (centres undefined) | 1 | 92 | 91 | 93 | 5 | 123 | -5 | 5

LAP4-GFP MLPCN, what is marked active above.
smiles	AHR act	MEP2 TOR yeast	RPL19A TOR yeast	proCasp3 act	LAP4-GFP MLPCN	GASC-1 inh
CC1=NOC(=O)/C1=C\c1ccc(-c2cc(Cl)ccc2Cl)o1	4	94	89	-8	167*	-14

Screening data (PubChem)
